Assay outcomes (PubChem BioAssay)
CIT2 TOR yeast: yeast TOR pathway CIT2-GFP modulation | S. cerevisiae CIT2-GFP strain, flow cytometry, 3 h; 100 means same as DMSO wells | GFP response vs DMSO, % at 10 µM | 320,000 tested, 0.065% active | AID 2029;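 active means GFP response relative to DMSO above a set limit, near the screen mean plus 3 SD, cut at about 150% in these data; inconclusive means Fewer than 70 cells measured for a yeast strain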;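 further: ratio of well median GFP fluorescence to mean of DMSO wells on the plate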
GRK2 aptamer HTS: blocks RNA aptamer binding to human GRK2. inhibition of aptamer binding, % at 10 µM. P25098. bead flow cytometry, FAM-aptamer displacement from GRK2. 330,000 tested, 0.59% active;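 active means inhibition of aptamer binding above 40%, roughly 3 SD of noise, on plates passing a quality check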;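 further: median bead fluorescence of bound FAM aptamer so fluorescent compounds give negative values; no value below 0 was filed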
VLA-4 inh: inhibition in a human VLA-4 binding assay; VLA-4 expressing cells, ligand binding flow cytometry; 330,000 tested, 0.2% active; P13612; inhibition, % (about 7 µM as worked out from the volumes in the protocol); in the data active means inhibition above about 50%
MCL1 BIM primary: MCL1-BIM-BH3 interaction inhibition (human). Q07820. GST-MCL1 / FITC-Bim-BH3 fluorescence polarization. inhibition, % at 10.9 µM. 320,000 tested, 0.68% active;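 active means inhibition above the mean inhibition of all tested compounds plus 3 SD, set per campaign, cut at about 40% in these data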;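 further: 0% = DMSO wells and 100% = unlabeled Bim-BH3 peptide control; higher means more loss of mP so more displacement of Bim peptide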
Target sequence (Q07820 whole entry, looked up): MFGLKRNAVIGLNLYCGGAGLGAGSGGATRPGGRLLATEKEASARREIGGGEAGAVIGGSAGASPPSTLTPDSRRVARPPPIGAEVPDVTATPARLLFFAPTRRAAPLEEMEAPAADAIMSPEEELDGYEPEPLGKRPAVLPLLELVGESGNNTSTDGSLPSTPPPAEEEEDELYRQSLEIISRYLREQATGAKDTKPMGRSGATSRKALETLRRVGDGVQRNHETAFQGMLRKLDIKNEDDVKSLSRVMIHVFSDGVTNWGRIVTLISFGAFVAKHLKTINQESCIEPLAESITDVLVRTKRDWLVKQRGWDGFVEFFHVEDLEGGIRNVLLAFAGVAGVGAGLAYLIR
AGP1-GFP MLPCN: alters AGP1-GFP fluorescence in TOR pathway yeast screen | S. cerevisiae AGP1-GFP multiplex flow cytometry, 3 h; GFP as percent of DMSO wells | GFP response vs DMSO, % at 10 µM | 320,000 tested, 0.02% active | AID 2066;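 active means GFP response relative to DMSO above a set limit, near screen average plus 3 SD, cut at about 150% in these data; inconclusive means fewer than 70 cells counted for the yeast strain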;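 further: median GFP channel fluorescence of the gated AGP1 strain per well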
Bcl-xL primary: inhibitors of human Bcl-xL; inhibition, % at 10.9 µM; GST-Bcl-xL / FITC-Bim BH3 peptide fluorescence polarization; Q07817; 320,000 tested, 0.7% active;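 active means inhibition above the mean of all tested compounds plus 3 SD, cutoff set per campaign, cut at about 30% in these data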;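 further: 0% = DMSO wells and 100% = unlabeled Bim-BH3 peptide competitor; inhibitors lower millipolarization by displacing the labeled peptide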
Target sequence (Q07817 whole entry, looked up): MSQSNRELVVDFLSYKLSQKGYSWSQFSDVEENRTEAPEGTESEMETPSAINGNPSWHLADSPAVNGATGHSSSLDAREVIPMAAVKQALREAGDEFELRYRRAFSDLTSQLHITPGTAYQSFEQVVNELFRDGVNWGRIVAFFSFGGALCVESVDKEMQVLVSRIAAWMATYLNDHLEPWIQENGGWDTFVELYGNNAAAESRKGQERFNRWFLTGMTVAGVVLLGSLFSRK
GLD-1 RNA inh: GLD-1-TGE RNA interaction inhibition (C. elegans); Q17339; purified GLD-1 + fluorescein TGE RNA, fluorescence polarization; inhibition, % at 5.96 µM; 320,000 tested, 0.44% active; AID 2280;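 active means percent inhibition above a per-plate cutoff, the plate mean of test compounds plus 3 SD, cut at about 30% in these data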;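 further: 0% = DMSO wells with GLD-1 and probe and 100% = wells lacking GLD-1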
Fam108B inh: counter-screen for RBBP9 inhibitors: inhibitors of mouse Fam108B; recombinant Fam108B, FP-Rh probe fluorescence polarization; inhibition, % at 9.51 µM; 300,000 tested, 0.33% active; AID 1947;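 active means inhibition above the screen mean inhibition plus 3 SD, computed separately per campaign, cut at about 18% in these data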;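 further: inhibitors lower polarization as less probe binds the enzyme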
MEX-5 binding: C. elegans MEX-5 TCR-2 RNA binding activity. Q9XUB2. 300,000 tested, 0.38% active. activity score (negative = inhibition of binding), % at 10 µM. MEX-5/FITC-TCR2 RNA binding, fluorescence polarization; active compounds read low. AID 1832;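 active means inhibition past about -25% in most replicates, and total fluorescence under double the plate's negative control median, limit read from the data; inconclusive means replicates evenly split on the limit, or fluorescence at least double controls; inactive means too little inhibition in most replicates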;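 further: 0% = DMSO and -100% = 5 µM competing unlabeled TCR2 RNA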
Target sequence (Q9XUB2 whole entry, looked up): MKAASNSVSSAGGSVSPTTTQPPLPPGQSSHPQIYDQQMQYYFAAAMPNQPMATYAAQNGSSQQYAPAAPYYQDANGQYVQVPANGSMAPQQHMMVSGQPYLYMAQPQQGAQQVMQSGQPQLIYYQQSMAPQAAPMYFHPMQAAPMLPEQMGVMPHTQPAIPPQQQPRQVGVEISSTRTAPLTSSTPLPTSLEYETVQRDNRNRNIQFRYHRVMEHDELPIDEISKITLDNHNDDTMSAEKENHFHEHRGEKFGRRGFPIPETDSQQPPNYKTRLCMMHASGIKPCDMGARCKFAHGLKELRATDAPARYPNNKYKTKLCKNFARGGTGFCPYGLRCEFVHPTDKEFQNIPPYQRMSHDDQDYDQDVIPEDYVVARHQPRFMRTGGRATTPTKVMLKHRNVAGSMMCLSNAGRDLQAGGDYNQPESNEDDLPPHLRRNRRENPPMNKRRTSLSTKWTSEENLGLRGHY
* = called active by the depositor; ? = inconclusive; . = no result given; [ ] = another dose, or the depositor's remark.

SMILES	CIT2 TOR yeast	GRK2 aptamer HTS	VLA-4 inh	MCL1 BIM primary	AGP1-GFP MLPCN	Bcl-xL primary	GLD-1 RNA inh	Fam108B inh	MEX-5 binding
CC(C)(C)c1ccc(OCC(=O)N2CCCCCC2)c(Br)c1	95	1	16	-2	100	-2	-2	0	1.8
Cc1ccc(N(CC(=O)N2CC(=O)Nc3ccccc32)S(=O)(=O)c2ccc3c(c2)OCCO3)cc1	86	2	15	2	104	-1	3	1	1.1
Cn1nc(C(C)(C)C)c([N+](=O)[O-])c1C(=O)NCCO	103	1	2	-2	102	3	8	-3	1.2
COc1ccc(CCNC(=O)COC(=O)c2cc(Cl)nc(Cl)c2)cc1	92	5	21	.	94	.	3	.	.
COCCN(C(=O)CCCc1nc2ccccc2s1)c1c(N)n(CC(C)C)c(=O)[nH]c1=O	92	9	9	-2	95	3	8	.	.
CC(C)(C)OC(=O)N1CC=C2C(C#N)=C(N)C(C#N)(C#N)C(c3cccs3)C2C1 (stereo unspecified)	97	3	-11	18	95	22	29	-5	-24
CCN1CCN(c2cc(C)c3cc(NC(=S)N4CCN(c5ccccc5)CC4)ccc3n2)CC1	95	0	19	1	98	0	2	1	2.5
COc1ccc(/C=N/c2oc(C)c(C)c2C#N)c(OC)c1	103	0	0	0	95	11	2	0	0.7
CCOC(=O)C1=C(C)N(CC(C)C)C(=O)C1	89	0	6	0	99	3	-2	0	-1.5
COC(=O)c1c(C(=O)OC)c(-c2ccc(OC)cc2)n2c1CS(=O)(=O)C2	99	5	1	6	103	6	-6	4	1.1
Nc1cccc(S(=O)(=O)c2cccc(N)c2)c1	96	0	16	1	98	8	1	5	2.1
O=C(O)c1cccc(Oc2ncnc3sc4c(c23)CCCC4)c1	79	1	3	-2	81	0	0	-2	2.2
CCc1cccc(NC(=O)COC(=O)/C=C/c2cccs2)c1	107	0	1	4	113	2	4	-4	1.7
CCOc1cccc(OCCCOc2ccccc2)c1	106	2	-3	8	102	7	4	-1	1.0
CCn1c(O)c(C=Nc2ccccc2)oc1=S	106	0	1	-7	107	-5	2	-1	-4.1
CCN(C(=O)CN1C(=O)S/C(=C\c2ccc(F)cc2)C1=O)C1CCS(=O)(=O)C1 (stereo unspecified)	102	5	-1	1	97	3	9	-1	0.3
Cc1ccc(NC(=O)C2(N(CC(C)C)C(=O)Cn3nnnc3N)CCCCC2)cc1	103	1	-5	-9	93	-1	2	-6	0.8
Cc1ccc2c(c1)N(C)/C(=C/c1cccc[n+]1CCO)S2	103	1	-70	-24	99	-8	-174	-5	0.3
COc1cc(CN2CCN(C(c3ccccc3)c3ccccc3)CC2)cc(OC)c1OC	104	1	-6	-1	94	3	0	-3	-2.2
O=C(NC1CCN(S(=O)(=O)c2ccc(F)cc2)CC1)c1ccccc1	101	2	-2	4	95	6	3	1	0.1
C=C1CCN(c2ccc(C(=O)O)cc2[N+](=O)[O-])CC1	94	1	2	4	101	4	-6	3	0.7
CCc1ccc(-n2c(SCC(=O)Nc3cccc(S(=O)(=O)NC4=NCCCCC4)c3)nc3ccccc3c2=O)cc1	100	5	17	-4	100	-1	3	-25	0.8
CCN(Cc1cc(=O)n2ccsc2n1)c1cccc2ccccc12	96	0	-3	18	101	16	4	1	-3.0
COCCn1c(SCC(=O)NC2CCCC2)nnc1C(C)C	99	0	13	-1	106	3	9	-4	0.7
COc1cc(C2N(c3ccccc3)CCN2c2ccccc2)ccc1OC(C)=O	83	0	-25	1	78	-1	4	0	1.2

Later entries
SMILES	CIT2 TOR yeast	GRK2 aptamer HTS	VLA-4 inh	MCL1 BIM primary	AGP1-GFP MLPCN	Bcl-xL primary	GLD-1 RNA inh	Fam108B inh	MEX-5 binding
CCOC(=O)CSc1nc2sc(C)c(C)c2c(=O)n1C	93	0	2	-4	98	-4	-3	-2	-2.8
CC1=NN(C(N)=S)C(=O)C1N=Nc1ccc(S(N)(=O)=O)cc1 (stereo unspecified)	95	0	9	7	102	5	0	-1	-69*
CCOc1c(Br)cc(CNc2ncn[nH]2)cc1OC	105	0	-3	1	111	1	2	-1	-2.0
O=C1NC(c2ccccc2)=CC(c2ccccc2)N1 (stereo unspecified)	105	4	16	3	99	2	3	-4	2.1
Cc1cc(N=Cc2c(O)n(-c3ccc4c(c3)OCO4)c(=O)c3ccccc23)ccn1	103	0	-3	-17	104	-10	2	-13	-31*
CC(C)(C)NC(=O)COC(=O)c1ccc(Cl)cc1O	100	2	11	1	108	1	-4	-4	0.2
CCN1CCCc2cc(CN(CCN3CCOCC3)C(=S)Nc3ccc(OC)c(OC)c3)ccc21	95	0	10	2	93	1	7	-2	0.4
COc1ccc(NS(=O)(=O)c2cccc(C(=O)NCc3ccco3)c2)cc1	98	0	5	0	105	2	8	0	4.0
CCOC(=O)c1n[nH]n2c1nc(=S)c1ccccc12	94	1	-4	.	90	.	.	.	1.1
NS(=O)(=O)c1ccc(CCNC(=O)COC(=O)c2cc([N+](=O)[O-])ccc2N2CCOCC2)cc1	103	2	-10	-2	108	0	11	-3	0.4
O=C(Nc1cccc(-c2cnc3ccccc3n2)c1)c1ccncc1	97	3	-14	-11	99	2	-2	0	-2.2
Cc1ccc(NC(=O)c2cc(=O)c3ccccc3o2)cc1S(=O)(=O)N1CCCCC1	108	0	0	3	96	13	-5	-11	0.9
CN(C)S(=O)(=O)c1cccc(NC(=S)NCCc2ccccn2)c1	93	0	-20	-2	99	-2	-5	-3	-1.0
CCOC(=O)c1sc(NC(=O)c2ccc(=O)[nH]c2)nc1C	90	0	-6	-23	93	-1	12	7	1.0
CCc1ccc(NS(=O)(=O)c2c(C(=O)N3CCCCCC3)c(C)n(C)c2C)cc1	101	3	0	0	96	1	-1	-1	-0.3
CCOC(=O)c1nnn(-c2nonc2-n2cccc2)c1CN1CCOCC1	94	0	7	0	93	1	5	4	0.1
O=C(/C=C/c1ccc(Cl)cc1Cl)NCc1ccncc1	108	0	5	5	104	6	2	-2	0.1
CCc1ccccc1NC(=O)CN(C)Cc1c(O)ccc2ccccc12	112	1	-1	0	97	3	-4	0	2.7
Cc1ccc(N2CCN(C(=S)Nc3ccc(Cl)cc3)CC2)cc1	?	0	-24	.	25[may fluoresce violet]	.	.	.	0.2
CCOC(=O)C1=C(CN2CCCCC2)NC(=O)NC1c1cc(C)ccc1C (stereo unspecified)	101	0	0	4	101	0	-1	2	1.4
O=C1CCN(N=Nc2cccc(Cl)c2)N1	92	0	-8	5	96	-3	6	-1	-4.8
COC(=O)[C@@]1(Cc2ccc(OC)cc2)[C@H]2c3cc(C(=O)N(C)C)n(CCc4ccc(OC)c(Br)c4)c3C[C@H]2CN1C(=O)c1ccccc1	89	0	15	5	97	7	4	0	-1.6
Cc1c(C(=O)N2CCOCC2)sc2ncn(CC(=O)N3CCC(C)CC3)c(=O)c12	119	0	2	3	120	5	6	-2	-3.4
O=C(CCc1ccccc1)NCCSCc1c(F)cccc1Cl	100	1	24	2	99	5	-1	1	2.0
COc1ccc(C(=O)NNC(=O)Cn2nnc(-c3ccc(OC)c(OC)c3)n2)cc1	102	0	30	4	96	2	0	1	0.9

Further results follow.
SMILES	CIT2 TOR yeast	GRK2 aptamer HTS	VLA-4 inh	MCL1 BIM primary	AGP1-GFP MLPCN	Bcl-xL primary	GLD-1 RNA inh	Fam108B inh	MEX-5 binding
O=C(N/N=C/c1ccc2nccnc2c1)c1ccc(Br)cc1	93	1	1	-1	102	1	2	2	-0.1
Cn1ccnc1-c1nnn(-c2ccc(F)cc2)n1	99	0	7	0	104	1	-5	0	-3.1
COC(=O)C1N[C@@H]([C@@H](NC(=O)COc2ccccc2)C(=O)NCc2ccc(OC)cc2)SC1(C)C (stereo partly specified)	.	.	.	12	.	6	2	-3	-1.0
COc1cccc(/C=N/n2nnnc2N)c1OCc1ccccc1Cl	101	0	5	9	104	6	3	0	-2.3
CCOC(=O)C1=C(C)OC(N)=C(C#N)C1c1cncc(-c2ccc(F)cc2)c1 (stereo unspecified)	106	0	-45	-7	102	-2	-1	1	-0.8
COCCNC(=O)CN(Cc1cccs1)C(=O)CCC(=O)Nc1nccs1	102	0	16	0	104	1	3	-2	0.0
COc1ccc(C2=CC(c3ccc(OC)c(OC)c3)NC(=S)N2)cc1 (stereo unspecified)	108	0	-11	9	107	10	12	-7	-0.8
CCn1cc(C(=O)NCCCN(CC(C)C)CC(C)C)c(=O)c2cc(S(=O)(=O)N(C)C3CCCCC3)ccc21	102	2	6	0	100	3	2	-3	0.8
NC(=O)N(N)c1nc(N2CCCC2)nc(N2CCCC2)n1	88	0	-12	3	91	1	3	.	.
CCOc1cccc(/C(O)=C2/C(=O)C(=O)N(Cc3cccnc3)C2c2ccco2)c1 (stereo unspecified)	93	0	0	-15	95	-3	-1	-2	0.3
CCOC(=O)C1CCN(C(=O)COC(=O)c2cc(-c3cccs3)nn2-c2ccccc2)CC1	103	0	-14	-2	105	-2	6	-4	-0.3
COc1ccc(Cc2nnc(N)s2)cc1	101	5	-5	-3	102	2	0	-1	-0.8
COC(=O)CC(NC(=O)Nc1ccccc1F)c1ccc2c(c1)OCO2 (stereo unspecified)	113	0	13	-2	105	-3	1	0	2.7
CCc1ccc(NC(=S)NC(=O)CC(C)C)cc1	110	69*	15	6	96	3	-3	1	1.6
O=C(OCCOc1ccc(Br)cc1)c1cnccn1	91	6	14	-21	94	-11	-7	-4	0.6
O=C(CN1C(=O)CSc2ccccc21)Nc1ccc2c(c1)OCCO2	91	1	-14	5	91	4	4	1	-0.4
CCOc1ccccc1C(=O)NC(C)c1ccc2c(c1)OCO2 (stereo unspecified)	101	3	3	10	96	2	0	3	1.4
Cc1c(Cc2ccccc2)c(=O)oc2c(C)c(OCC(=O)Nc3ccc(C#N)cc3)ccc12	120	0	8	13	104	2	8	0	-1.4
O=C(CN1CCN(c2ccc(F)cc2)CC1)Nc1nccs1	100	0	7	4	98	4	-29	3	3.2
COc1ccc2oc(C(=O)OCC(=O)Nc3ccc(N4CCOCC4)cc3)c(C)c2c1	91	5	5	-6	96	-11	1	-2	-0.1
CSc1cccc(NC(=O)C2CCN(S(C)(=O)=O)CC2)c1	94	3	20	4	101	7	6	-2	1.3
O=C(NCc1ccccn1)C1CC(c2ccc(F)cc2)=NO1 (stereo unspecified)	94	0	13	4	104	1	4	16	-0.3
c1ccc(C2[C@H]3CN(Cc4cccnc4)[C@H](c4ccccc4)C34CC2(c2cccnc2)C4)cc1 (stereo partly specified)	104	0	11	-10	102	4	2	0	2.3
O=C(c1ccco1)N1CCN(Cc2cn[nH]c2-c2ccc(F)cc2F)CC1	104	1	-7	9	100	6	0	-1	0.7
Cc1ccc(C)c(-c2nn(-c3cc(N4CCN(CCO)CC4)ccc3[N+](=O)[O-])c(=O)c3ccccc23)c1	98	0	-8	-4	105	2	2	4	0.8

Entries from the list above that contain a tert-butyl group, in the order listed:
SMILES	CIT2 TOR yeast	GRK2 aptamer HTS	VLA-4 inh	MCL1 BIM primary	AGP1-GFP MLPCN	Bcl-xL primary	GLD-1 RNA inh	Fam108B inh	MEX-5 binding
CC(C)(C)c1ccc(OCC(=O)N2CCCCCC2)c(Br)c1	95	1	16	-2	100	-2	-2	0	1.8
Cn1nc(C(C)(C)C)c([N+](=O)[O-])c1C(=O)NCCO	103	1	2	-2	102	3	8	-3	1.2
CC(C)(C)OC(=O)N1CC=C2C(C#N)=C(N)C(C#N)(C#N)C(c3cccs3)C2C1 (stereo unspecified)	97	3	-11	18	95	22	29	-5	-24
CC(C)(C)NC(=O)COC(=O)c1ccc(Cl)cc1O	100	2	11	1	108	1	-4	-4	0.2
